From PubChem
Rad51 HR inh: Rad51 (human) homologous recombination inhibition. AID 1385. hRad51 DNA strand exchange, fluorescence dequenching. Q06609. inhibition, % at 10 µM. hit rate 0.085% among 200,000;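 active means inhibition above 40% at the single screening dose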;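 further: 0% = DMSO control wells and 100% = blanks with heterologous ssDNA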
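Material: hRad51 filaments on single-stranded DNA; Reagent: Donor/quencher-labelled 47-bp dsDNA substrate; Compound: 10 µM final, single point; Schedule: 37 °C 15-min filament assembly, 30-min compound preincubation, 15-min exchange; Technique: FRET fluorescence, excitation 485 nm, emission 520 nm; Benchmarks: control wells and blank wells on each plate.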
eIF4E 4G PPI: eIF4E/eIF4G interaction inhibition in translation initiation. inhibition, % at 21.7 µM. hit rate 0.37% among 220,000. AID 782. TR-FRET eIF4E-eIF4GI(517-606) binding, 2 h;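 active means inhibition above about 30%, limit read from the data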;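 further: 0% = full FRET control wells and 100% = background wells lacking eIF4GI fragment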
L929 necroptosis: L929 zVAD cell death inhibition; L929 zVAD necroptosis rescue, ATP luminescence, 24 h; with zVAD 60 µM; viability rescue, % at 10 µM; hit rate 0.38% among 220,000; AID 1377;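 active means activation, scaled between plate controls, above about 75%, limit read from the data; inactive means activation under that limit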;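 further: 0% = zVAD with DMSO and 100% = DMSO alone without zVAD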
m-calpain inh: blocks pig calpain II enzyme activity. purified calpain II, fluorogenic peptide substrate, 30 min. inhibition, % at 16 µM. hit rate 0.37% among 220,000. AID 1236;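 active means inhibition above about 50%, limit read from the data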
PERK inh: blocks human PERK kinase; Q9NZJ5; inhibition, % at 5.6 µM; CHO PERK-DD fusion, SEAP luminescence translation reporter; hit rate 0.17% among 220,000; AID 1416;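 active means inhibition above the mean inhibition of all tested compounds plus 3 SD, set separately per screening campaign, cut at about 2.9% in these data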;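 further: PERK kinase domain activated by AP20187 dimerizer at 100 nM; 0% = DMSO with dimerizer and 100% = rapamycin at 8.4 µM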
EBV gp42 block: inhibitors of Epstein-Barr virus glycoprotein 42; Q1HVG2; Fluorescence polarization binding assay, mP read-out; inhibition, % (tested at 21.74 µM); hit rate 0.42% among 220,000; in the data active means inhibition above about 50%
MDM2 E3 inh: inhibitors of human Mdm2 E3 ubiquitin ligase; hit rate 0.11% among 210,000; signal enhancement, % at 5 µM; cell-based MDM2 ubiquitination luciferase reporter, 2 h; 0 = plate control, 100 = twice control, blank-subtracted; Q00987;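 active means signal enhancement of 30% or more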;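 further: luminescence tracks abundance of the self-degrading MDM2-luciferase fusion protein; higher signal means inhibition of MDM2 E3 ligase activity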
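System: stable MDM2–luciferase fusion reporter cells / Input: 2000 cells seeded into each well / Schedule: 4 h settle plus 2 h compound, 37 °C / Compound: single-point 5 µM / Buffer or medium: cells held in DMEM / Benchmarks: control and blank well means / Evaluation: percent signal gain over controls, blank-subtracted / Measured by: luciferase luminescence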
TNF death inh: blocks TNF-alpha induced death of Jurkat FADD-/- cells | Jurkat FADD-/- TNF necroptosis rescue, ATP luminescence, 24 h; 0 = TNF only, 100 = no-TNF cells | activation (protection from cell death), % at 10 µM | hit rate 0.068% among 220,000 | AID 463075;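 active means activation, meaning protection from cell death, of at least 50% relative to plate controls; inactive means activation below 50%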;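 further: necroptosis triggered by 40 ng/mL TNF-alpha added together with compound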
KCC2 mod: modulators of human KCC2 chloride dependent transport | Q9H2X9 | KCC2 cells, thallium flux FluoZin-2 fluorescence | B-score of Tl+ flux slope (higher = more flux/activation; lower = inhibition) at 10 µM | hit rate 2.2% among 190,000 | AID 1456;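 active means thallium flux slope and its plate-corrected score both differing from the plate sample mean at a set confidence after two filtering rounds, in either direction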;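 further: slope of fluorescence scaled to starting intensity during 10 to 20 s after thallium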
Target sequence (Q9H2X9 whole entry, looked up): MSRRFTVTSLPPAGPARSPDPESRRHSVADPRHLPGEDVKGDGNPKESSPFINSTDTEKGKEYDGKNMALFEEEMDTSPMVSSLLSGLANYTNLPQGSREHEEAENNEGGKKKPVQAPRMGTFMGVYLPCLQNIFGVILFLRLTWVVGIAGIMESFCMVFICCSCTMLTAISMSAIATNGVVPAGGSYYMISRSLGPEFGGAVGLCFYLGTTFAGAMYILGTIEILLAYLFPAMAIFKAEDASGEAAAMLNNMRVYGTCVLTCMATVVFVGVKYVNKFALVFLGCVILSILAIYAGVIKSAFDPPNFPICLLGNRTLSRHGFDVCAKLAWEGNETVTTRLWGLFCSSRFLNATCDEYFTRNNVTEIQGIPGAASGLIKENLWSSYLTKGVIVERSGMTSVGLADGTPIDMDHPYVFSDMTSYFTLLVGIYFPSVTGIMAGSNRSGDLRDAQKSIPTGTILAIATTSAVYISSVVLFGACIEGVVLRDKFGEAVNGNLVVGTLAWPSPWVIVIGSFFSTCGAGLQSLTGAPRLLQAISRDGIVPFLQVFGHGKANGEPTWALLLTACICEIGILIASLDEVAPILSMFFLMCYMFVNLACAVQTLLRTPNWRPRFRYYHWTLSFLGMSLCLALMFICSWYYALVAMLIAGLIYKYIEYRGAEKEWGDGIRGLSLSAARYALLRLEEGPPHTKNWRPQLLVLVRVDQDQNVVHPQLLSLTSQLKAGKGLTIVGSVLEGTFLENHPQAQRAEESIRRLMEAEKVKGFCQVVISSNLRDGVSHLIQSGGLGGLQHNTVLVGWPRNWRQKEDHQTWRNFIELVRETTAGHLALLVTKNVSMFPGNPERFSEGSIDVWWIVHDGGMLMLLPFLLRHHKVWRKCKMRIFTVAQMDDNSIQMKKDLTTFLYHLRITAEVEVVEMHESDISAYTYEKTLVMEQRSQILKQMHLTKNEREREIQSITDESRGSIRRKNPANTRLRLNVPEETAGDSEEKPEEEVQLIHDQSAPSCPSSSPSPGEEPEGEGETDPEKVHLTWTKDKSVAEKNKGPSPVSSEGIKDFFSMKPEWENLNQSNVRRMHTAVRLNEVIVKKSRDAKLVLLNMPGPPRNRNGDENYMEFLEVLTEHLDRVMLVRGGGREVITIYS
* = called active by the depositor; [ ] = dose if it differs, or a comment.

Screening Cc1cc(C(=O)N2CCc3c([nH]c4ccccc34)C2c2c(F)cccc2Cl)no1 (stereo unspecified) returned eIF4E 4G PPI 0, L929 necroptosis -0.5, m-calpain inh -17, PERK inh -0.3, EBV gp42 block 2, MDM2 E3 inh -5 and TNF death inh -0.6.
`NNc1nc(C(F)(F)F)nc2ccccc12` gave eIF4E 4G PPI -3, L929 necroptosis 0.9, m-calpain inh 11, PERK inh 0.8, EBV gp42 block -3, MDM2 E3 inh -6 and TNF death inh -0.4.
Screening O=C(Nc1nc(-c2ccccn2)cs1)c1ccc(S(=O)(=O)N2CCCCC2)cc1 returned Rad51 HR inh 20, eIF4E 4G PPI -13, L929 necroptosis 14, m-calpain inh -136, PERK inh -1.4, EBV gp42 block -11 and TNF death inh -8.5.
Screening CC(=O)/C(C(=N)N1CCN(c2cccc(Cl)c2)CC1)=C(\C)O returned Rad51 HR inh 1, eIF4E 4G PPI 5, L929 necroptosis 0.3, m-calpain inh -13, PERK inh 0.5, EBV gp42 block -12, MDM2 E3 inh -11, TNF death inh 0.5 and KCC2 mod 0.88.
COC(=O)/C(=N\Nc1ccccc1)Sc1nnc(-c2ccc(OC)cc2)n1C was read as Rad51 HR inh 5, eIF4E 4G PPI -2[fluorescence artefact?], L929 necroptosis 1.0, m-calpain inh 3, PERK inh -0.4, EBV gp42 block -16, MDM2 E3 inh -8, TNF death inh 0.7 and KCC2 mod 0.32.
O=S(=O)(c1ccccc1)N1CCN(S(=O)(=O)c2ccccc2)C1 was read as Rad51 HR inh 1, eIF4E 4G PPI -1, L929 necroptosis 0.0, m-calpain inh 19, PERK inh -0.9, EBV gp42 block -6, MDM2 E3 inh -17, TNF death inh -0.7 and KCC2 mod -1.2.
`CCN1CCN(C(=O)CCc2ccc(S(=O)(=O)NCCc3ccccc3)cc2)CC1` gave Rad51 HR inh 2, eIF4E 4G PPI -2[fluorescence artefact?], L929 necroptosis -0.5, m-calpain inh -8, PERK inh 0.1, EBV gp42 block -11, MDM2 E3 inh -4, TNF death inh 0.8 and KCC2 mod -0.2.
Screening CCN(CC(O)CON=C1c2ccccc2-c2ccccc21)S(=O)(=O)c1ccc(Cl)cc1 (stereo unspecified) returned Rad51 HR inh 0, eIF4E 4G PPI 4[fluorescence artefact?], L929 necroptosis 2.0, m-calpain inh 32, PERK inh 0.4, EBV gp42 block 0, MDM2 E3 inh -11, TNF death inh 3.3 and KCC2 mod -1.5.
For CC(C)CC(=O)OCc1cn(-c2ccccc2)nn1 the results were Rad51 HR inh -38, eIF4E 4G PPI 10, L929 necroptosis 0.0, m-calpain inh -5, PERK inh 0.8, EBV gp42 block 1, MDM2 E3 inh -4, TNF death inh -1.8 and KCC2 mod 0.61.
For O=c1cc(N2CCc3ccccc3C2)[nH]c(=O)n1Cc1ccc(F)cc1 the results were Rad51 HR inh 3, eIF4E 4G PPI -5, L929 necroptosis 0.1, m-calpain inh 14, PERK inh -0.9, EBV gp42 block -10, MDM2 E3 inh -15, TNF death inh -0.4 and KCC2 mod -3.2.
COc1ccc(N=NC2=C(O)CC(C)(C)CC2=O)cc1 was read as Rad51 HR inh 12, eIF4E 4G PPI 1, L929 necroptosis -0.2, m-calpain inh -11, PERK inh 0.7, EBV gp42 block -40, MDM2 E3 inh -17, TNF death inh 0.3 and KCC2 mod -0.077.
Screening Cc1cc(C(=O)CN2C(=O)NC3(CCCCC3)C2=O)c(C)n1Cc1ccco1 returned Rad51 HR inh -2, eIF4E 4G PPI 6, L929 necroptosis 5.0, m-calpain inh 32, PERK inh 0.0, EBV gp42 block -3, MDM2 E3 inh -3, TNF death inh 1.0 and KCC2 mod 1.7.
`COc1nc(-c2ccc(Cl)cc2)ccc1-c1noc(-c2ccco2)n1` gave Rad51 HR inh 5, eIF4E 4G PPI -52[fluorescence artefact?], L929 necroptosis -0.1, m-calpain inh -84, PERK inh -0.4, EBV gp42 block -60 and TNF death inh 0.4.
Screening COc1ccc(NC(=O)CN(c2cc(C)cc(C)c2)S(=O)(=O)c2c(C)noc2C)cc1OC returned Rad51 HR inh 1, eIF4E 4G PPI 4, L929 necroptosis 0.7, m-calpain inh -37, PERK inh 0.5, EBV gp42 block 6, MDM2 E3 inh -31, TNF death inh 0.4 and KCC2 mod -0.29.
For CC(=O)Nc1c([N+](=O)[O-])cc(C)c(Cl)c1[N+](=O)[O-] the results were Rad51 HR inh 7, eIF4E 4G PPI 2, L929 necroptosis 2.3, m-calpain inh -20, PERK inh 1.6, EBV gp42 block 3, MDM2 E3 inh 4, TNF death inh 3.9 and KCC2 mod 0.071.
Screening O=C1C2C(C(=O)N1CCc1ccccc1)C1C=CC2C12CC2 (stereo unspecified) returned Rad51 HR inh 1, eIF4E 4G PPI 9[fluorescence artefact?], L929 necroptosis -0.2, m-calpain inh 25, PERK inh 0.2, EBV gp42 block -6, MDM2 E3 inh -18, TNF death inh 1.3 and KCC2 mod -0.6.
For COc1ccc(NC(=O)CSc2nc(C)cc(C)n2)cc1 the results were Rad51 HR inh 2, eIF4E 4G PPI 0, L929 necroptosis 0.3, m-calpain inh 29, PERK inh -0.6, EBV gp42 block -6, MDM2 E3 inh -5 and TNF death inh 1.0.
`CC(NC(=S)Nc1ccccc1Cl)C(c1ccccc1)N1CCOCC1` (stereo unspecified) gave eIF4E 4G PPI 5, m-calpain inh 7, PERK inh 0.5, EBV gp42 block -10, MDM2 E3 inh -14, TNF death inh 3.5 and KCC2 mod 0.033.
CCOC(=O)c1nnsc1NC(=O)Nc1ccc(OC)cc1 was read as eIF4E 4G PPI 0, L929 necroptosis 0.2, m-calpain inh -8, PERK inh 0.5, EBV gp42 block -9, MDM2 E3 inh -8 and TNF death inh 0.5.
`COc1cc(C)nc(N2CCCC(C(=O)Nc3cccc(Cl)c3C)C2)n1` (stereo unspecified) gave Rad51 HR inh 1, eIF4E 4G PPI 4, L929 necroptosis 6.7, m-calpain inh -14, PERK inh 1.1, EBV gp42 block -9, MDM2 E3 inh -10, TNF death inh 1.0 and KCC2 mod -0.91.
For O=C(COC(=O)CNS(=O)(=O)/C=C/c1ccccc1)Nc1cccc2ccccc12 the results were Rad51 HR inh -11, eIF4E 4G PPI 0, L929 necroptosis -0.7, m-calpain inh -4, PERK inh 0.8, EBV gp42 block -22, MDM2 E3 inh -5, TNF death inh 0.2 and KCC2 mod 0.039.
For COc1ccc(C2C(C(=O)c3ccco3)=C(O)C(=O)N2CC2CCCO2)cc1 (stereo unspecified) the results were Rad51 HR inh 7, eIF4E 4G PPI -2, L929 necroptosis 1.4, m-calpain inh 15, PERK inh 1.0, EBV gp42 block -4, TNF death inh -0.3 and KCC2 mod 0.83.
`NNC(=O)CCCCCCCCCCOCCCCO` gave eIF4E 4G PPI 0, L929 necroptosis 0.3, m-calpain inh 8, PERK inh 0.8, EBV gp42 block -12, MDM2 E3 inh -20, TNF death inh 3.9 and KCC2 mod 0.3.
For NS(=O)(=O)c1ccc(CCN=C(NS(=O)(=O)c2cccs2)c2ccccc2)cc1 the results were Rad51 HR inh 4, eIF4E 4G PPI 5, L929 necroptosis 1.7, m-calpain inh -21, PERK inh 0.9, EBV gp42 block -5, MDM2 E3 inh -5, TNF death inh 0.4 and KCC2 mod -0.29.
For CC(C)(O)C(O)COc1c2ccoc2cc2oc(=O)ccc12 (stereo unspecified) the results were Rad51 HR inh -6, eIF4E 4G PPI 0, L929 necroptosis 8.9, m-calpain inh -26, PERK inh 1.1, EBV gp42 block -11, MDM2 E3 inh -6, TNF death inh 0.2 and KCC2 mod 0.67.
For O=[N+]([O-])c1ccc2c(c1)CNc1ccccc1O2 the results were Rad51 HR inh 11, eIF4E 4G PPI 3, L929 necroptosis 64, m-calpain inh 6, PERK inh 1.4, EBV gp42 block -1, MDM2 E3 inh -8, TNF death inh 5.7 and KCC2 mod -1.1.
CCCCn1cc(C(=O)c2cc(Br)ccc2O)cc(C#N)c1=O was read as Rad51 HR inh -1, eIF4E 4G PPI 0, L929 necroptosis -0.1, m-calpain inh 2, PERK inh 0.7, EBV gp42 block -16, MDM2 E3 inh -19, TNF death inh -1.6 and KCC2 mod -0.0072.
`Cc1ccc2c(c1)c1c(n2CC(O)Cn2nc(C)c(Br)c2C)C(=O)CCC1` (stereo unspecified) gave Rad51 HR inh -6, eIF4E 4G PPI -2, L929 necroptosis 0.5, m-calpain inh -135, PERK inh -0.4, EBV gp42 block -9, MDM2 E3 inh 0, TNF death inh 0.9 and KCC2 mod 0.59.
Screening CCOc1nc(-c2ccncc2)nc2ccccc12 returned Rad51 HR inh 0, eIF4E 4G PPI 2, L929 necroptosis 0.6, m-calpain inh 26, PERK inh -0.8, EBV gp42 block 0, MDM2 E3 inh -21, TNF death inh -4.5 and KCC2 mod -1.2.
For CC1(C)CC(=O)C2=C(C1)NCN(Cc1ccccc1)C2 the results were Rad51 HR inh 11, eIF4E 4G PPI -11, L929 necroptosis 0.1, m-calpain inh -31, PERK inh -0.2, EBV gp42 block -9, MDM2 E3 inh -16, TNF death inh -3.0 and KCC2 mod -0.25.
For CCOC(=O)c1cc2ccc(OC(=O)c3ccco3)cc2oc1=O the results were Rad51 HR inh -5, eIF4E 4G PPI 5, L929 necroptosis -0.2, m-calpain inh inactive, PERK inh -0.5, EBV gp42 block 2, MDM2 E3 inh -3 and TNF death inh -2.2.
For CN1CCN(C2=Cc3ccccc3Sc3cc(F)c(Cl)cc32)CC1 the results were Rad51 HR inh -4, eIF4E 4G PPI 1, L929 necroptosis -0.2, m-calpain inh -43, PERK inh -1.3, EBV gp42 block -9, MDM2 E3 inh 7, TNF death inh 1.0 and KCC2 mod -0.42.
For O=C(COc1ccccc1O)Nc1ccccc1Cl the results were Rad51 HR inh -1, eIF4E 4G PPI 0[fluorescence artefact?], L929 necroptosis 1.9, m-calpain inh 17, PERK inh 1.6, EBV gp42 block 1, MDM2 E3 inh -17 and TNF death inh 1.5.
Screening CCCCCCCCNC(=O)c1cccnc1SCC(=O)Nc1ccc(OC)cc1OC returned Rad51 HR inh 7, eIF4E 4G PPI 0, L929 necroptosis 30, m-calpain inh 23, PERK inh 0.7, EBV gp42 block -16, MDM2 E3 inh -3, TNF death inh 25 and KCC2 mod 0.14.

Part of the list above in order of SMILES length, largest number first.
CCCCn1cc(C(=O)c2cc(Br)ccc2O)cc(C#N)c1=O was read as Rad51 HR inh -1, eIF4E 4G PPI 0, L929 necroptosis -0.1, m-calpain inh 2, PERK inh 0.7, EBV gp42 block -16, MDM2 E3 inh -19, TNF death inh -1.6 and KCC2 mod -0.0072.
For CC(C)(O)C(O)COc1c2ccoc2cc2oc(=O)ccc12 (stereo unspecified) the results were Rad51 HR inh -6, eIF4E 4G PPI 0, L929 necroptosis 8.9, m-calpain inh -26, PERK inh 1.1, EBV gp42 block -11, MDM2 E3 inh -6, TNF death inh 0.2 and KCC2 mod 0.67.
For O=C(COc1ccccc1O)Nc1ccccc1Cl the results were Rad51 HR inh -1, eIF4E 4G PPI 0[fluorescence artefact?], L929 necroptosis 1.9, m-calpain inh 17, PERK inh 1.6, EBV gp42 block 1, MDM2 E3 inh -17 and TNF death inh 1.5.
